High-throughput results deposited in PubChem BioAssay by several laboratories.
Mcl1 Bid PPI = Mcl-1/Bid interaction inhibition; Q07820; TR-FRET Mcl-1/Bid-Dy647 peptide binding, 1536-well; inhibition, % at 21.7 µM; hit rate 0.97% among 220,000; AID 1021;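 active = compounds that cut the binding signal by more than half at the single screening dose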;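 note: His-tagged Mcl-1 with europium anti-His antibody binding Bid BH3 peptide; 0% = Mcl-1 plus peptide wells and 100% = peptide-only wells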
Target sequence (Q07820 whole entry, looked up): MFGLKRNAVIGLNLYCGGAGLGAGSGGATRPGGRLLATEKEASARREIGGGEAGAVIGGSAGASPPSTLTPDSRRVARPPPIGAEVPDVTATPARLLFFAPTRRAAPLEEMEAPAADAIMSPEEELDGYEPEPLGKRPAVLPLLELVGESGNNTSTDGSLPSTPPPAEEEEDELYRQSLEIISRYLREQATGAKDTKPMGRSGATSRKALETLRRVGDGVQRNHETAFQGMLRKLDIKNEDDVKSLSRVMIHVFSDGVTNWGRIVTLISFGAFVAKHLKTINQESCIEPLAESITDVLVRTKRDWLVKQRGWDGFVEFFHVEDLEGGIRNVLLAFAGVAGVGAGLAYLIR
Mcl1 Noxa PPI = disrupts binding of human Mcl-1 to Noxa peptide | Q07820 | TR-FRET Mcl-1/Noxa peptide binding, 2 h | inhibition, % at 21.7 µM | hit rate 1.5% among 220,000 | AID 1022;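 active = compounds that cut the protein-peptide binding signal by more than 50% relative to plate controls in a single-dose test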;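 note: His-tagged Mcl-1 with rhodamine Noxa BH3 peptide and terbium anti-His antibody; 0% = Mcl-1 plus Noxa peptide wells and 100% = peptide-only wells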
Pf gametocyte = kills late stage P. falciparum gametocytes | P. falciparum stage V gametocytes, ATP luminescence, 24 h | inhibition, % at 10.9 µM | hit rate 0.065% among 150,000 | AID 743093;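 active = inhibition above the mean plus 3 SD of compounds within the control limits, set per campaign, cut at about 38% in these data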;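 note: 0% = DMSO wells and 100% = medium only without gametocytes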
Cdc42 wt = modulators (inhibitors or activators) of GTP binding to human Cdc42 wildtype | hit rate 0.2% among 190,000 | GST-Cdc42 beads, Bodipy-GTP binding, flow cytometry; actives lie on both sides | percent activity (GTP binding), % at 10 µM | P60953;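 active = percent activity GTP binding at least 20 points away from the 100% baseline, either down as inhibitor or up as activator; inconclusive = compound flagged as likely green fluorescent from well-wide comparison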;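 note: median bead fluorescence of bound Bodipy-FL-GTP at 100 nM; 0% = excess unlabeled GTP control and 100% = no compound control; below 100% means less GTP binding so inhibitor and above means activator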
Target sequence (P60953 whole entry, looked up): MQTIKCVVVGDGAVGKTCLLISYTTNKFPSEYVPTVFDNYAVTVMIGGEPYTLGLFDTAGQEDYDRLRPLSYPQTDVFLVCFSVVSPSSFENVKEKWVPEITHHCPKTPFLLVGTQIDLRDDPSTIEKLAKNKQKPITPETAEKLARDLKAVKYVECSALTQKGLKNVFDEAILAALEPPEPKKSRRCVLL
GSH bead fluor = compound fluoresces at 488/530 nm on GSH beads; GSH beads flow cytometry, compound fluorescence 488/530 nm; stronger effect = higher value; fluorescence (KMESF) at 10 µM; hit rate 0.25% among 190,000; in the data active = fluorescence above about 89;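 note: glutathione beads carrying GST-tagged Bcl family fusion proteins plus one bare bead set; values are compound well signal with DMSO vehicle wells as background; inactives centre near 16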
Rac1 wt GTP bind = modulators of human Rac1 wildtype GTP binding. P63000. GST-Rac1 beads, fluorescent GTP binding, flow cytometry; actives lie on both sides; 0 = cold GTP competed, 100 = untreated. GTP binding activity (% of control), % at 10 µM. hit rate 0.27% among 190,000;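 active = GTP binding activity at least 20 points away from the 100% control level, either lower or higher; inconclusive = compound flagged as likely green fluorescent, judged across all proteins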
Rab7 wt GTP bind = dog Rab7 wildtype GTP binding, inhibitors and activators; hit rate 0.055% among 190,000; GST-Rab7 beads, fluorescent GTP binding, flow cytometry; actives lie on both sides; untreated = 100%, excess cold GTP = 0%; GTP binding activity (percent of control), % at 10 µM;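 active = fluorescent GTP binding to Rab7 beads changed by at least 20 points from the 100% baseline, either direction, mostly lower; inconclusive = compound itself probably fluorescent, or too few beads counted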;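 note: median green fluorescence of bound Bodipy-FL-GTP per Rab7 bead population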
Avidin fluor = avidin bead compound fluorescence profile; Avidin beads, compound fluorescence 488/530 nm, flow cytometry; stronger effect = higher value; fluorescence (KMESF) at 10 µM; hit rate 0.38% among 220,000; AID 1775; in the data active = fluorescence above about 47; note: inactives centre near 10
HRas wt GTP bind = human HRas wildtype GTP binding, change in either direction; GTP binding activity, % at 10 µM; AID 759; hit rate 0.14% among 190,000; GST-Ras wt beads, Bodipy-FL-GTP binding, flow cytometry; actives lie on both sides; P01112;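 active = GTP binding activity at least 20% away from the 100% baseline, either lowered as inhibitor or raised as activator; inconclusive = flagged as likely green fluorescent, judged across all proteins in the well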;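 note: 0% = unlabeled GTP competition control and 100% = no-compound control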
Target sequence (P01112 whole entry, looked up): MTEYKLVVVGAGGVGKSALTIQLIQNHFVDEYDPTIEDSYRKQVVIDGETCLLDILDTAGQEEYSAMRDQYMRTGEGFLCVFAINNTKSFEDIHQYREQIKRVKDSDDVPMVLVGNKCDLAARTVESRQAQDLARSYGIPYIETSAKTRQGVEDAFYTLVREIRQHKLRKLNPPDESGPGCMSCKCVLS
Rab2A wt mod = changes GTP binding to wildtype dog Rab2A, up or down; P61105; GST-Rab2 wt beads, Bodipy-GTP binding, flow cytometry; GTP binding activity, % at 10 µM; hit rate 0.19% among 190,000;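 active = GTP binding activity at least 20 points away from 100%, either lowered or raised; inconclusive = signal likely due to the compound's own green fluorescence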;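 note: 0% = beads with excess unlabeled GTP and 100% = no-compound control corrected for plate trend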
Rac1 mut GTP = modulators of GTP binding to human Rac1 activated mutant; P63000; GST-Rac1 activated beads, fluorescent GTP binding, flow cytometry; actives lie on both sides; 100% means binding = to untreated wells; percent activity (GTP binding), % at 10 µM; hit rate 0.11% among 190,000; AID 764;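 active = GTP binding at least 20 percentage points away from the 100% baseline, in either direction, so actives lie on both sides; inconclusive = Compound likely fluorescent itself, or too few beads counted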
* = called active by the depositor; ? = inconclusive; . = no result given.

SMILES	Mcl1 Bid PPI	Mcl1 Noxa PPI	Pf gametocyte	Cdc42 wt	GSH bead fluor	Rac1 wt GTP bind	Rab7 wt GTP bind	Avidin fluor	HRas wt GTP bind	Rab2A wt mod	Rac1 mut GTP
COc1cc(NC(=O)c2onc(C)c2Cl)c(OC)cc1Cl	-14	-7	.	100	16	101	105	30	96	98	96
Cc1cc(C(=O)Nc2ccc3c(c2)OCCO3)c2ccccc2n1	-15	15	-4	96	10	99	93	10	98	94	95
COCCn1c(C)cc(C(=O)CSc2nc3ccccc3c(=O)n2C(C)COC)c1C (stereo not given)	-69	-1	-11	95	11	97	104	8	99	98	95
Cc1cccc(Oc2cc([N+](=O)[O-])cc3c2C(=O)Nc2ccccc2O3)c1	-5	30	-9	98	13	100	101	1	98	99	100
Cc1ccc(NC(=O)c2ccc(OC(=S)N3CCOCC3)cc2)cc1	-4	-42	-3	99	17	96	99	14	99	96	95
c1ccc(-c2csc(Nc3ncccn3)n2)cc1	-34	3	.	108	19	109	104	14	102	102	101
CCc1nnc(NC(=O)Nc2ccccc2OC)s1	-3	20	-11	101	49	104	105	33	101	100	100
COC(=O)C1CCN(CC(=O)Nc2cc(Cl)ccc2OC)CC1	-1	6	.	97	23	99	92	6	95	93	96
COC(=O)CNC(c1ccccc1)c1cc(Cl)ccc1NC(=O)c1cccc(Cl)c1 (stereo not given)	-5	0	-1	101	19	102	95	3	99	96	98
COc1cccc(/C=C2\C(=O)C(=O)c3ccccc32)c1	3	-1	.	98	34	102	103	10	101	98	98
Cc1nnc(SCc2ccccc2)nc1/C=C/NOCc1ccc(Cl)cc1Cl	-24	-4	12	95	10	101	98	13	99	100	99
NC(=O)c1ccc(N2CCN(c3ccccc3O)CC2)c([N+](=O)[O-])c1	-19	33	-11	98	12	100	103	11	97	103	93
CN(C)S(=O)(=O)c1ccc(C(=O)NCCOc2ccc(F)cc2)cc1	-14	-1	.	97	5	101	101	4	97	96	98
Cc1nnc(NC(=O)CSc2nc(C(C)C)nc3sc(C)c(C)c23)s1	-5	-11	.	98	31	103	103	12	100	100	97
N#Cc1ccc(CSc2nnc3[nH]c(=O)cc(N)n23)cc1	-31	13	4	96	24	98	105	7	99	100	98
O=C(NCCN1CCCCC1)c1ccc2c(c1)OCCO2	-26	-16	.	104	22	103	89	8	101	102	102
O=C(Nc1ccccc1N1CCCC1)c1cccnc1Cl	-22	-8	.	99	42	106	100	4	101	103	99
COc1ccc(CNC(=O)COC(=O)c2ccc(OCc3c(C)noc3C)cc2)cc1OC	-44	22	16	102	10	102	99	23	99	96	96
COc1ccc(Cl)cc1N(CC(=O)N(C)C)S(=O)(=O)c1ccc(C)c([N+](=O)[O-])c1	-18	6	.	98	11	101	107	6	100	103	96
COCCNC(=S)Nc1ccccc1[N+](=O)[O-]	-37	6	.	96	20	96	103	8	96	101	95
CCCNC(=S)N1CCN(C)CC1	5	26	-28	101	9	103	94	9	100	101	103
COc1ccccc1-c1cc(C(F)(F)F)nc(N2CCN(c3ccccc3)CC2)n1	-18	-4	-38	?	21	?	?	15	?	?	?
Cc1ccc(S(=O)(=O)NC(C(=O)N2CCOCCOCCOCC2)c2ccccc2)cc1 (stereo not given)	-16	12	.	96	15	100	95	11	96	94	95
Cc1ccc(N2CCCCn3c2nc2c3c(=O)[nH]c(=O)n2C)cc1	-20	-5	-24	103	29	106	102	11	101	102	99
CCOC(=O)c1c(NC(=O)OC)sc2c1CCC2	-50	23	.	98	17	99	98	7	97	97	96
CCNS(=O)(=O)c1ccc(CCC(=O)Nc2ccc(C(=O)OC)cc2)cc1	-22	9	7	99	16	96	98	11	97	97	94
O=C(C1CCCN1S(=O)(=O)c1cccc2cccnc12)N1CCn2c1nc1ccccc12 (stereo not given)	-27	-21	.	107	12	108	100	6	103	105	99
CC(=O)c1cccc(NC(=O)C2CCN(S(=O)(=O)c3ccc(C)cc3)CC2)c1	2	-7	-78	98	19	103	97	.	101	103	99
Cc1cc2nc(-c3ccc(SCC(=O)N4CCN(C(=O)c5ccco5)CC4)nc3)[nH]c2cc1C	-31	71*	0	93	15	93	94	38	94	94	93
N#Cc1ccc(NC(=O)Nc2ccc(Cl)cc2)cc1	-22	0	-16	103	15	103	100	11	104	101	99
O=C(CCc1ccccc1)Nc1ccc(Cl)cn1	-6	-7	.	100	29	102	97	13	102	103	99
Cn1nc([N+](=O)[O-])nc1Sc1nnnn1-c1ccc(C(=O)O)cc1	-35	-10	8	98	23	95	108	13	100	102	95
CCOc1c(OC(C)=O)ccc(/C=C/c2ccc3cccc(OC)c3n2)c1[N+](=O)[O-]	-5	22	12	101	22	104	103	11	102	100	97
Cc1ccc(/C=N/N2CCN(Cc3ccc(Cl)cc3)CC2)o1	-43	3	.	103	23	108	105	10	102	102	96
Cc1cc([N+](=O)[O-])ccc1NC(=O)c1cccc(NC(=O)C(C)C)c1	-10	2	-21	97	19	98	100	10	99	103	97
Cc1ccc(NC(=O)COC(=O)C2COc3ccccc3O2)cc1S(=O)(=O)N1CCOCC1 (stereo not given)	-18	13	21	99	7	107	103	1	101	99	101
CC(=O)N1CCN(c2ccc(Nc3ncnc4c3oc3ccccc34)cc2)CC1	20	68*	.	105	9	104	101	7	104	102	98
CC(C)CC(=O)NC(=S)NCCc1ccccc1	-30	7	.	99	14	104	101	9	102	100	99
Cn1cc(C(=O)c2cccc(Cl)c2Cl)cc1C(=O)O	9	24	.	102	28	100	95	16	102	101	100
O=C(Nc1nccs1)c1cc2sccc2n1Cc1ccc(F)cc1	3	-52	-9	97	27	99	95	35	96	97	96
Cc1ccc(Nc2cc(=O)oc3ccccc23)c(C)c1	-10	11	6	104	22	102	99	8	102	99	99
Cn1c(=NC(=O)c2ccccc2[N+](=O)[O-])sc2cc(S(C)(=O)=O)ccc21	-15	0	-10	102	4	106	97	12	101	101	103
CN(C)/N=C/C=C1\CCC/C(=C\c2ccc(F)c(F)c2)C1=O	1	19	16	97	16	94	96	11	96	97	93
CN1CCC(OC(=O)COc2ccc(Br)cc2)CC1	-1	11	-17	100	18	98	106	10	98	98	94
COC(c1ccccc1)c1nnc(CCC(=O)NCCCc2ccccc2)o1 (stereo not given)	-28	-5	-8	96	18	96	97	7	100	98	95
Cc1cc(F)ccc1NCc1cc2c(cc1[N+](=O)[O-])OCO2	-94	16	.	98	63	97	98	2	100	98	96
Cc1nc(N2CCOCC2)c(C#N)c2c1COC(C)(C)C2	-9	-12	4	100	27	103	98	35	102	104	100
Brc1cccc(-c2nnc(-c3ccccc3)o2)c1	-35	15	11	102	36	102	99	14	97	100	100
Cc1ccc(-c2cc(C(=O)NCc3cnn(C)c3)c3cc(Br)ccc3n2)cc1	47	24	.	96	11	98	95	15	97	98	98
CCOc1ccc(NCC(=O)Nc2ccc(Cl)cc2C)cc1	-34	6	10	105	17	104	94	21	101	99	98
CCn1c(C)nc2cc(S(=O)(=O)N3CCCCC3)ccc21	-15	-1	.	97	18	99	94	6	97	95	95
CNC(=S)N(Cc1ccc(OC)cc1)C1CC(=O)N(c2ccc(C(=O)OC)cc2)C1=O (stereo not given)	8	12	3	103	10	103	101	11	99	98	100
CCC1=NN(C(=O)COc2ccccc2C)C(O)(c2ccncc2)C1 (stereo not given)	-27	-5	-125	100	10	103	105	13	102	102	97
O=C(c1ccc([N+](=O)[O-])s1)N1CCN(c2ccccc2)CC1	-13	1	.	102	12	105	98	11	99	99	99
Cc1cc(C)c(NC(=O)CN(C2CCCCC2)C2CCCCC2)c(C)c1	-10	5	0	101	16	102	100	5	99	98	98
COC(=O)c1ccc(C)c(-n2c(C)cc(C=O)c2C)c1	-12	4	.	99	11	101	103	17	96	98	96
Cc1[nH]n(-c2ccccc2)c(=O)c1C(c1ccccc1C(=O)O)c1c(C)[nH]n(-c2ccccc2)c1=O	-8	39	-10	99	7	101	101	5	102	98	99
CC(=O)Nc1nc2ccccc2n1Cc1ccc(C)cc1	3	16	.	103	18	104	96	6	100	100	102
Cc1ccc(S(=O)(=O)N2CCCC2)cc1S(=O)(=O)N1CCCC1	-13	11	.	104	23	102	99	11	104	103	100
CC(=O)NC1CC2CCCC(C1)N2CC(=O)N1CCCc2ccccc21 (stereo not given)	-7	4	-35	98	26	98	100	33	95	95	97

Other structures
SMILES	Mcl1 Bid PPI	Mcl1 Noxa PPI	Pf gametocyte	Cdc42 wt	GSH bead fluor	Rac1 wt GTP bind	Rab7 wt GTP bind	Avidin fluor	HRas wt GTP bind	Rab2A wt mod	Rac1 mut GTP
CN1CCC(Oc2ccccc2Sc2ccccc2)CC1	49	43	-15	104	5	106	95	2	99	103	103
COC(=O)Nc1ccc(SCC(=O)c2ccc(Cl)cc2)cc1	-17	-5	-27	95	13	97	90	9	96	95	92
COc1cc(NC(=O)CCCn2c(=S)[nH]c3ccccc3c2=O)cc(OC)c1OC	-28	8	-13	96	19	95	106	9	97	99	96
CCOc1ccccc1NC(=O)Cn1c(=O)c2ccccc2n(CC)c1=O	2	0	20	103	14	105	98	6	100	103	100
NC(=O)c1ccsc1NC(=O)c1ccco1	-18	24	.	97	12	99	98	7	95	96	98
Cc1c(Cl)c([N+](=O)[O-])nn1CCCC(=O)O	-15	17	-17	95	12	103	102	9	99	97	96
O=C(/C=C/c1ccc(Cl)cc1)NCCSc1ccccc1	5	3	-20	101	20	100	96	13	100	99	97
NS(=O)(=O)c1ccc(CCNC(=O)CSc2nc3ccsc3c(=O)n2CCCCC(=O)O)cc1	-5	-21	-11	93	7	95	99	21	99	95	92
COc1ccc(CCNC(=O)/C(C#N)=C/c2cccc(OCc3ccccc3)c2)cc1OC	-4	7	.	95	8	97	94	13	97	94	98
COc1ccc(NC(=S)N(Cc2ccccn2)Cc2ccccc2Cl)cc1	-20	8	-44	101	20	101	96	9	100	99	95
CN1CCN(NC(=O)c2ccc(Cl)c([N+](=O)[O-])c2)CC1	-22	-5	-19	97	32	99	100	8	99	99	98
O=C(COc1cccc2c1CCN(Cc1ccc(Br)cc1)C2=O)N1CCOCC1	-5	22	-6	93	23	97	94	5	96	95	94
CCOC(=O)N1CCN(C(=O)COc2ccc3c(c2)C(=O)CC(C)(C)O3)CC1	-20	4	-20	97	10	99	105	4	102	102	96
N#CC1=C(N)NC(SCc2ccc(Cl)cc2)=C(C#N)C12CCCCC2	-3	-2	.	98	14	101	95	34	101	100	96
